proKLK7 act: proKLK7 (human) activation, primary screen; 0.9% of 370,000 active; purified proKLK7, EDANS-DABCYL substrate fluorescence; 100% is mature enzyme control, 0% vehicle; activation, % at 7 µM; AID 652039; P49862;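 active means activation above the mean of all tested compounds plus 3 SD, computed per campaign excluding outliers beyond control limits, cut at about 13% in these data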
Target sequence (P49862 whole entry, looked up): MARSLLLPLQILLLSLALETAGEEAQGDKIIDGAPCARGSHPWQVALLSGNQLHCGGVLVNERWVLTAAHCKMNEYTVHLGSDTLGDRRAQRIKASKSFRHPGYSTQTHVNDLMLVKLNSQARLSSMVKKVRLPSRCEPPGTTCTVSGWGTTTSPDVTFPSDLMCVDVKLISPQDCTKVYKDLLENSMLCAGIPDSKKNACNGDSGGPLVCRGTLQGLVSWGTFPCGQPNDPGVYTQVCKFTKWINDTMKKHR
ASAP1 GAP inh: ASAP1 ArfGAP inhibition. Q9ULH1. ASAP1-stimulated ARF1 GTP hydrolysis, GDP FP detection. inhibition, % at 16.5 µM. 0.19% of 360,000 active. AID 624377; in the data active means inhibition above about 25%;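 further: 0% = vehicle with enzyme and substrate and 100% = no enzyme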
LEDGF integ inh: blocks HIV-1 LEDGF/p75-dependent DNA integration; TR-FRET IN-LEDGF/p75 DNA integration, Eu/Cy5; 0.64% of 370,000 active; inhibition, % at 3.7 µM;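 active means inhibition above the screen-wide mean plus 3 SD, cut at about 13% in these data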;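 further: signal is the Cy5 over europium emission ratio at 671 and 618 nm; 0% = plate median of compound wells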
Tn6 DDE FP: inhibitors of Tn6 peptide binding to human fibrin DD(E) | P02675 | Fibrin DD(E) TRITC-Tn6 fluorescence polarization displacement | inhibition, % at 8.3 µM | 0.21% of 370,000 active;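 active means inhibition above a per-campaign cutoff: mean of compounds within control limits plus 3 SD, cut at about 15% in these data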;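 further: 0% = median of all compound wells on the plate and 100% = blocking peptide control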
TDP2 inh: TDP2 (human) inhibition, absorbance primary screen. O95551. recombinant TDP2, T5PNP hydrolysis, p-nitrophenol absorbance 415 nm. inhibition, % at 12.8 µM. 0.34% of 370,000 active. AID 720702;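 active means inhibition above the mean of all tested compounds plus 3 SD, set per campaign, cut at about 25% in these data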;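 further: 0% = DMSO with enzyme and 100% = buffer with substrate but no TDP2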
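Read-out basis: percent inhibition. System: recombinant human TDP2. Buffer or medium: Mg2+-containing Tris-HCl buffer, pH 7.5. Repeats: single replicate. Timing: reaction 2 h, 37 °C. Benchmarks: high control without enzyme, low control DMSO plus TDP2. Probe or stimulus: 5 mM T5PNP. Doses: 12.8 µM only. Measured by: epi absorbance of p-nitrophenol freed from T5PNP by hydrolysis.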
PLC-gamma1 inh: blocks human PLC-gamma1 enzyme activity; P19174; purified PLC-gamma1, fluorogenic substrate, fluorescence; inhibition, % at 12.2 µM; 0.84% of 370,000 active; in the data active means inhibition above about 9.5%
DDE Tn7 FP inh: DD(E)-Tn7 binding inhibition, primary FP screen | AID 720508 | inhibition, % at 8.3 µM | FP displacement of FITC-Tn7 peptide from fibrin DD(E); 0% = median of compound wells per plate | 0.13% of 370,000 active | P02675;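 active means inhibition above the mean of compounds falling within the control limits plus 3 SD of them, cut at about 14% in these data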;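 further: 0% = plate median of compound wells and 100% = 10 µM Aha-Tn7 peptide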
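Test system: human clot-derived fibrin DD(E) complex / Quantity: 2 µM final DD(E) protein / Incubation: 10 min plus 3 h, room temperature / Measured by: fluorescence polarization / Benchmarks: high control of 10 µM Aha-Tn7 peptide / Replicates: singlicate testing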
ADAM10 inh: ADAM10 inhibition, QFRET primary screen. O14672. recombinant ADAM10, EDANS/DABCYL FRET peptide cleavage, 3 h. inhibition, % at 7 µM. 0.62% of 370,000 active. AID 720582;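 active means inhibition above a per-campaign cutoff equal to the mean of compounds falling between control-based bounds plus 3 SD, cut at about 20% in these data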;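 further: 0% = DMSO wells while the 100% control is not disclosed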
ADAM17 inh: inhibits human ADAM17 | P78536 | AID 720648 | inhibition, % at 6.95 µM | recombinant ADAM17, EDANS/DABCYL FRET peptide cleavage | 0.83% of 370,000 active;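 active means inhibition above the mean of compounds lying between control limits plus 3 SD, set per campaign, cut at about 8.5% in these data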;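 further: 0% = DMSO-only wells as the low control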
Target sequence (P78536 215-824 limits assumed): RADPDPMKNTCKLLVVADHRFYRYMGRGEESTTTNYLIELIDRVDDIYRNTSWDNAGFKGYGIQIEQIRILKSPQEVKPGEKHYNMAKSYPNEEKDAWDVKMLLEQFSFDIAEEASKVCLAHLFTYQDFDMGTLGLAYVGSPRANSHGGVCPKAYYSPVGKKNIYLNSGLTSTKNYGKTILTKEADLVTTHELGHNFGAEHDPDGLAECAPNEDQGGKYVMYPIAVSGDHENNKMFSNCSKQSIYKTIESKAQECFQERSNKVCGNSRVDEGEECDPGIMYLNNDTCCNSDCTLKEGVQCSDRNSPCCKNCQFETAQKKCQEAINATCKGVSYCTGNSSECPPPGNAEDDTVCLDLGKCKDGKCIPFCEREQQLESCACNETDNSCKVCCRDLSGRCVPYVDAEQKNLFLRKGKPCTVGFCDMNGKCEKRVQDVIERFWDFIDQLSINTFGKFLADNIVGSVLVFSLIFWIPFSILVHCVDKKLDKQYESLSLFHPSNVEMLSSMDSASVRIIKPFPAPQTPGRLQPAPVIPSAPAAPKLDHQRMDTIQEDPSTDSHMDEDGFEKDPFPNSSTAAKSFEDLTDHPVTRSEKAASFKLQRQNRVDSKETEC
ARFGAP1 inh: inhibits rat ARF GTPase activating protein 1. Q62848. inhibition, % at 16.5 µM. 0.26% of 360,000 active. Arfgap1-stimulated ARF1 GTP hydrolysis, GDP FP detection;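 active means inhibition above a per-plate limit, mean inhibition of low control wells plus 3 SD, cut at about 25% in these data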;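 further: 0% = DMSO wells with enzyme and 100% = wells lacking Arfgap1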
Target sequence (Q62848 1-136 limits assumed): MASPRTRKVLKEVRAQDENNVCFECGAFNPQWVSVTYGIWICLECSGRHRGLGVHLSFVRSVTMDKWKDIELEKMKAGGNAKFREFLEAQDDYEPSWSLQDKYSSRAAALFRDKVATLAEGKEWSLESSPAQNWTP
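System: truncated rat Arfgap1 GAP domain / Medium: HEPES-based buffer, pH 7.5 / Also added: N-terminally truncated human ARF1-GTP substrate / Incubation: enzyme reaction 120 min at 25 °C after 20 min preincubation / Measured by: FP of antibody-bound GDP Alexa 633 tracer, ex 620/em 688 nm / Replicates: singlicate, each compound tested once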
* marks the source's active call; other numbers are inactive results; i = inactive; nt = no result given. Hits appear at their usual frequency. Share with any hit: about 4.2%.

proKLK7 act	ASAP1 GAP inh	LEDGF integ inh	Tn6 DDE FP	TDP2 inh	PLC-gamma1 inh	DDE Tn7 FP inh	ADAM10 inh	ADAM17 inh	ARFGAP1 inh	mol
0.3	-8	-3	-3	-13	3	6	-2	2	-1	COc1ccc(/C=N/Nc2ncccc2[N+](=O)[O-])c(OC)c1
21*	8	4	2	7	-85	10	-179	-61	1	CC1Nc2ccccc2C(=O)N1NS(=O)(=O)c1ccccc1 (stereo unspecified)
-2.1	3	-2	1	5	-90	-3	-22	-10	-18	CCOC(=O)c1nn(-c2ccccc2)c(=O)c(C#N)c1C
0.9	0	32*	1	18	-22	-9	-29	-13	-1	O=C(O)c1cccc(-n2cccc2/C=C\[N+](=O)[O-])c1
-0.2	4	0	3	-1	3	-4	-5	-5	1	COc1ccc(NC(=O)c2ccc(C)cc2Cl)c([N+](=O)[O-])c1
0.8	11	-2	4	3	-33	1	-7	-1	11	CCN(CC)c1ccc(C2C(C(=O)OC)=C(C)NC(C)=C2C(=O)OC)cc1
0.5	4	0	3	3	1	-4	0	-1	8	COc1ccc(-c2noc(C3CCCN(S(=O)(=O)c4cccc(Cl)c4C)C3)n2)cc1OC (stereo unspecified)
-0.1	-2	-3	-3	-4	0	2	-9	-5	3	Cc1ccccc1-c1nc(CS(=O)(=O)CC(=O)NCCCN2CCCC2)c(C)o1
0.8	0	-1	3	-1	2	-2	-3	-4	5	O=C(O)C1=NN(c2c(F)c(F)cc(F)c2F)C(=O)CC1
-0.1	0	-3	0	-2	-4	-3	5	-3	-4	COc1ccc(OCc2cc(C(=O)N(C)C3CCOCC3)no2)c2ccccc12
-0.1	-10	4	-3	0	-7	2	-16	-8	5	CC(/C=C/c1ccco1)=N\NC(=O)C(O)c1ccccc1 (stereo unspecified)
0.9	-10	-5	5	4	-1	4	3	-4	-5	Cc1ccc(-c2nnn(CC(=O)N(Cc3ccccc3)C(C(=O)NC3CCCC3)c3ccncc3)n2)o1 (stereo unspecified)
0.4	5	1	-1	-6	0	-7	6	-1	8	Cc1ccccc1-n1c(=O)c2ccccc2n2cnnc12
-0.3	-4	-4	3	-6	2	-5	-2	3	8	Cc1ccc(-c2n[nH]c(=O)c3ccccc23)cc1S(=O)(=O)Nc1ccccc1
0.2	0	1	-1	2	1	-1	-4	0	-10	CCCCN1C(=O)C2NN=C(C(=O)OC)C2C1=O (stereo unspecified)
-0.1	4	3	-4	-19	6	2	1	6	14	Cc1ccnc(NC(=O)c2ccc(Br)s2)c1
-0.3	4	5	7	-18	-5	2	-9	3	5	O=C(Nc1ccc2nc3n(c(=O)c2c1)CCCC3)c1ccccc1F
0.2	0	4	2	-3	2	0	7	0	3	CC1CCCN(CC(O)COC(c2ccccc2)c2ccccc2)C1 (stereo unspecified)
0.4	4	4	1	5	0	-1	8	-1	2	Cc1ccnc(NS(=O)(=O)c2ccc(NC(=O)CC(C)c3ccccc3)cc2)n1 (stereo unspecified)
-0.6	-12	0	-4	10	-3	7	-20	-3	-7	O=C(NC1CCCCCC1)C1CCCN(S(=O)(=O)c2cnc[nH]2)C1 (stereo unspecified)
-0.1	nt	1	6	0	-2	0	-1	1	nt	Cc1nn(-c2ccccc2)c2sc(C(=O)NCCc3ccc(Cl)cc3)cc12
-0.4	-2	-2	-3	-3	1	11	-2	-7	-6	CC(=O)Nc1ccc(-c2ccnc3c2CC(C(=O)NCC2CCOCC2)O3)cc1 (stereo unspecified)
56*	6	-6	-4	-6	i	-1	i	-350	18	CCN1CCN(S(=O)(=O)c2ccc3c4c(cccc24)C(=O)N3CC)CC1
0.4	0	-1	3	7	-6	-3	-8	-3	5	CC(=O)Nc1ccc(C(=O)N/N=C/c2cccnc2)cc1
0.0	9	1	-7	7	2	-2	-2	-2	-7	Cc1cc(NC(=O)c2ccc3c(c2)C(=O)N(CCC(C)C)C3=O)no1
0.0	-3	-3	-2	0	2	0	6	7	19	CC1C(c2ccccc2)N(C)C(c2ccccc2)CC1(O)c1ccc(F)cc1 (stereo unspecified)
-0.4	-11	2	4	3	-2	7	10	1	-13	CCOC(=O)CN1C(=O)CSc2ccccc21
-11	0	-4	10	15	0	-2	-1	-3	0	CC(CCc1ccccc1)NC(=O)COC(=O)c1ccc([N+](=O)[O-])cc1 (stereo unspecified)
0.1	-2	-6	-4	7	-2	0	-9	-1	5	CC(NC(=O)Nc1ccccc1)C(c1cccs1)N1CCN(c2ccccc2)CC1 (stereo unspecified)
-0.7	-2	5	7	8	1	7	-3	-1	5	O=S(=O)(c1ccccc1)c1nc(-c2ccco2)oc1N1CCCCC1
0.2	-5	0	2	-1	-2	2	-2	-6	5	O=C(Nc1cccc(S(=O)(=O)NC2=NCCC2)c1)c1cnc(Cl)c(Cl)c1
-0.5	14	0	-10	-4	1	3	-21	-3	9	O=C(NC(=S)Nc1ccc2oc(=O)ccc2c1)c1cc2ccccc2o1
0.8	-2	3	-14	6	6	2	13	5	-21	C/C(=N/NC(=O)c1cc2ccccc2cc1O)C1C(=O)c2ccccc2C1=O
-0.6	-7	1	9	6	-4	5	-2	-2	-14	Cc1ccc(S(=O)(=O)Nc2nc3ccccc3nc2N2CCN(c3ccccc3F)CC2)cc1
-0.1	7	-1	4	3	0	4	-4	1	-6	Cc1onc(-c2ccccc2Cl)c1C(=O)O/N=C(\N)c1cccc([N+](=O)[O-])c1
0.6	-6	-4	-3	-12	-1	8	2	0	7	O=C(CN1CCCCCC1)Nc1ccc(Cl)cc1F
-9.7	4	-1	0	3	-227	1	-148	-55	4	CCCCSc1ccc2nc(-c3ccc(C#N)cc3)cn2c1
0.0	7	-2	-5	0	0	2	-3	-1	1	CC(C)(C)c1ccc(C(=O)N/N=C/c2ccccn2)cc1
0.1	8	0	-3	-1	1	-3	-1	0	-2	O=c1cc(-c2ccccc2Cl)oc2cc(O)cc(O)c12
-0.1	12	0	14	3	2	8	-11	0	4	Nc1cccc2c1C(=O)c1ccc(Cl)cc1C2=O

An excerpt from above, reduced to PLC-gamma1 inh and ARFGAP1 inh.
| mol | PLC-gamma1 inh | ARFGAP1 inh |
| --- | --- | --- |
| Cc1onc(-c2ccccc2Cl)c1C(=O)O/N=C(\N)c1cccc([N+](=O)[O-])c1 | 0 | -6 |
| O=C(CN1CCCCCC1)Nc1ccc(Cl)cc1F | -1 | 7 |
| CCCCSc1ccc2nc(-c3ccc(C#N)cc3)cn2c1 | -227 | 4 |

Two consecutive compounds already listed, for reference:
proKLK7 act	ASAP1 GAP inh	LEDGF integ inh	Tn6 DDE FP	TDP2 inh	PLC-gamma1 inh	DDE Tn7 FP inh	ADAM10 inh	ADAM17 inh	ARFGAP1 inh	mol
-0.1	0	-3	0	-2	-4	-3	5	-3	-4	COc1ccc(OCc2cc(C(=O)N(C)C3CCOCC3)no2)c2ccccc12
-0.1	-10	4	-3	0	-7	2	-16	-8	5	CC(/C=C/c1ccco1)=N\NC(=O)C(O)c1ccccc1 (stereo unspecified)

(list continues)
proKLK7 act	ASAP1 GAP inh	LEDGF integ inh	Tn6 DDE FP	TDP2 inh	PLC-gamma1 inh	DDE Tn7 FP inh	ADAM10 inh	ADAM17 inh	ARFGAP1 inh	mol
0.5	4	1	3	-4	2	3	1	1	-2	CC1(C)CC(=O)C=C(c2ccc(-c3ccccc3)cc2)C1=O
0.4	2	-1	-11	7	-2	-4	-8	-2	6	Cc1ccc(Cl)c(NC(=O)COC(=O)C2CCC2)c1Cl
0.1	-12	2	-2	14	5	-4	8	0	-8	Cc1ccc2[nH]c(C)c(CCNC(=O)c3c(N)no[n+]3[O-])c2c1
0.1	-4	-5	2	-5	5	8	-12	2	5	OC(CNCC1CCCO1)Cn1c2ccc(Cl)cc2c2cc(Cl)ccc21 (stereo unspecified)
-0.2	-14	-2	-1	3	1	-2	-6	-2	-4	C=CCOc1ccc(Br)cc1/C=N/O
-0.4	nt	1	-10	-1	2	1	1	0	nt	CCCC[C@@H]1C(=O)N2N=Cc3ccccc3[C@H]2N2N=Cc3ccccc3[C@@H]12
-0.1	-15	-1	-1	5	0	-3	-4	-1	-15	Cc1ccc(S(=O)(=O)N2CCOCC2)cc1NC(=O)COC(=O)CNC(=O)c1ccc(Cl)cc1Cl
-0.5	13	-3	-1	-7	2	-6	-9	2	-1	O=C(CS(=O)(=O)c1cn(Cc2ccc(Cl)cc2)c2ccccc12)N1CCCC1
-0.6	0	0	-7	-10	4	5	-3	-8	4	CC(=O)c1c(C)[nH]c(C(=O)CSc2nnc(NC3CC3)s2)c1C
17*	8	-1	2	1	-20	0	-75	-27	-1	COC(=O)CSc1ccc(C#N)c(SCC(=O)OC)c1
13*	-9	0	11	-4	-219	1	i	-284	-13	Cc1ccsc1-c1cc(C(=O)O)c2c(ccc3ccccc32)n1
0.1	-5	4	-2	-16	0	-9	5	2	8	Cc1occc1C(=O)NC1CCCN(Cc2ccc(CC(C)C)cc2)C1 (stereo unspecified)
1.0	-3	7	-7	-13	2	5	2	4	17	CC(=O)c1cc(-c2ccccc2)n(CC(=O)N2CCCCC2)c1C
0.8	3	0	6	-1	2	2	-1	2	7	CCOC(=O)C1CCCN(C(=O)C2CCN(S(=O)(=O)c3c(C)noc3/C=C/c3ccccc3F)CC2)C1 (stereo unspecified)
0.5	11	6	-8	14	3	-3	6	-1	8	Cc1ccc(S(=O)(=O)N2CCN(CCC#N)CC2)cc1

Compound activity (PubChem)
